TEAD-YAP inh = TEAD-YAP interaction inhibition | HEK-TIYL cells, TEAD-Gal4/YAP UAS-luciferase luminescence | 640,000 compounds, 1.4% hits | inhibition, % at 9.12 µM; in the data active = inhibition above about 32%;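 also: 0% = median of test compound wells and 100% = reference inhibitor wells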
MITF primary = blocks human microphthalmia-associated transcription factor | O75030 | AlphaScreen MITF homodimerization, bead proximity signal | inhibition, % at 2.6 µM | 650,000 compounds, 0.91% hits | AID 1259374; in the data active = inhibition above about 50%;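 also: 0% = vehicle wells with protein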
Target sequence (O75030 whole entry, looked up): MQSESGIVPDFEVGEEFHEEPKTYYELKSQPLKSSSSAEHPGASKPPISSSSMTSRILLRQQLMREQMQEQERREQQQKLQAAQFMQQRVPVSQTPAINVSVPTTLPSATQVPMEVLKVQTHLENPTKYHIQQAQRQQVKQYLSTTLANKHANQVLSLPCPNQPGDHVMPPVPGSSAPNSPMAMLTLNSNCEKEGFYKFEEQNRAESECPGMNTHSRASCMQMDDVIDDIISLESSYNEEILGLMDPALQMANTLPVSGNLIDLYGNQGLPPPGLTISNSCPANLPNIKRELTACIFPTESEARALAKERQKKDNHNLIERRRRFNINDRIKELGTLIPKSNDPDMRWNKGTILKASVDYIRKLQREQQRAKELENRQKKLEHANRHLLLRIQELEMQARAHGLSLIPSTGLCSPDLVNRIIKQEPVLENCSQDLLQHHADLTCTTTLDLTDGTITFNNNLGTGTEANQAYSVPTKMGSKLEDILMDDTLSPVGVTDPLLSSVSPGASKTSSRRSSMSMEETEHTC
GPR151 ag = human GPR151 activation | Q8TDV0 | activation, % at 11.2 µM | PathHunter beta-arrestin GPR151 cells, luminescence | AID 1508602 | 650,000 compounds, 1% hits; in the data active = activation above about 4.9%;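 also: 0% = median of compound wells and 100% = cells with positive control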
Target sequence (Q8TDV0 whole entry, looked up): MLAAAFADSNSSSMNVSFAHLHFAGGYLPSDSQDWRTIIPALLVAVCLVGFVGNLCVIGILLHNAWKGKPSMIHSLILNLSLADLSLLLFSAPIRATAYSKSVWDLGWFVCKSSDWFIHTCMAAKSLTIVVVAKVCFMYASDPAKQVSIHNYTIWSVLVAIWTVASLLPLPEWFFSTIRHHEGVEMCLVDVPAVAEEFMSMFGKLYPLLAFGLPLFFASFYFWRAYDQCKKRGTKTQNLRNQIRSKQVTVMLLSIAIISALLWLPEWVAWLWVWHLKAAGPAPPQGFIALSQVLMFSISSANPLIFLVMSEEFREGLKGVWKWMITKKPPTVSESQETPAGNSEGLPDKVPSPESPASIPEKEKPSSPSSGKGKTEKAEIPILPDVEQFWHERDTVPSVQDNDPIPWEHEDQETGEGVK
FBW7 act = activators of human E3 ligase FBW7; Q969H0; AlphaScreen FBW7–phospho-cyclin E peptide binding, activator screen; normalized activity (activation), % at 26.1 µM; 650,000 compounds, 0.13% hits; AID 1259310; in the data active = normalized activity above about 1.9%;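 also: purified mutant Fbw7 with reduced substrate affinity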
* marks the source's active call; other numbers are inactive results. The order is random; about 3.4% have a hit in one of these screens.

SMILES	TEAD-YAP inh	MITF primary	GPR151 ag	FBW7 act
Cc1ccc(NC(=O)C2C3C=CC4(O3)C2C(=O)N(C2CCCC(C)C2C)C4C(=O)NC2CCCC(C)C2C)cc1Cl (centres undefined)	-2.0	-3.4	2.0	0.1
O=C(/C=C/c1ccc(Cl)cc1Cl)N1CCN(c2ccc([N+](=O)[O-])c(NCc3ccccc3)c2)CC1	-7.2	6.4	0.3	-0.1
COc1ccc(N2C(=O)C3C(C2=O)N2CCCN2C3c2ccccc2)cc1 (centres undefined)	-5.1	11.5	-0.5	0.3
CCCc1cc(C(=O)OC)c(NC(=O)C2CC=CCC2C(=O)O)s1 (centres undefined)	-10.1	-0.4	-0.8	0.1
CN(CC(=O)O)S(=O)(=O)c1ccc(F)c2ccccc12	1.3	11.6	0.0	0.1
CC(C)=CC/C=C1\CCC2C(=O)NNC(=O)C2C1 (centres undefined)	4.3	9.2	-0.4	0.1
CCC/C(O)=C1\C(=O)CC(c2ccccc2)CC1=NC(C)C(=O)O (centres undefined)	-1.9	22.5	-1.0	0.6
CC(NS(=O)(=O)c1cccc2nsnc12)C(=O)OCC(=O)c1ccc(Cl)cc1 (centres undefined)	4.7	9.8	0.8	0.1
Cc1ccc(NC(=O)Nc2cccnc2Cl)cc1NC(=O)Nc1cccnc1Cl	-8.4	15.1	1.8	0.0
Cc1nc2c3ccccc3nc(SCc3ccc(F)cc3)n2n1	-19.0	-2.0	3.7	-0.1
Cc1cc2nc(=O)c(/C=C3\C=Nc4ccccc43)c(N)n2o1	6.1	18.6	-1.9	0.1
COc1ccc(CCNC(=O)CSc2nc3n[nH]c(C)c3c(=N)n2-c2ccc(C)c(Cl)c2)cc1OC	8.2	-6.8	-0.1	0.0
O=C(COc1ccccc1)OCC(=O)c1ccc(Br)cc1	-2.9	-6.8	-1.3	-0.1
C/C(CC(=O)Nc1ccc(N(C)C)cc1)=N\NC(=O)c1ccc(C(C)(C)C)cc1	4.0	1.2	0.0	0.0
CC(=O)Oc1ccc(C(=O)Nc2cccc(-c3nc4cc(NC(=O)c5ccc(OC(C)=O)cc5)ccc4o3)c2)cc1	-4.2	13.1	-0.9	0.0
CCC(C)c1ccc(OCCOc2ccc(/C=C3/C(=N)N4N=C(C(C)C)SC4=NC3=O)cc2OC)cc1 (centres undefined)	-1.8	21.2	-1.9	0.5
COc1ccc(/C=C2\NC(=S)NC2=O)cc1	13.5	14.5	-0.2	-0.1
COc1ccc(-c2nc(CSCC(=O)NC(C)C)c(C)o2)cc1OC	-9.3	-2.5	0.8	-0.1
O=C(OCCCc1nc2ccccc2[nH]1)c1ccc(F)cc1	-10.8	2.3	0.1	0.1
CCSC1=C(C#N)C(c2ccc(Cl)cc2Cl)CC(=O)N1 (centres undefined)	-2.3	8.9	0.1	-0.1
COc1cc(NC(=O)COc2ccccc2)c(C(=O)O)cc1OC	1.1	-2.4	0.5	-0.1
CC1(C)COCN1C(=O)c1ccc(C#N)cc1	-3.1	-4.8	-1.3	0.6
c1ccc(Nc2ccnc(N3CCN(c4ccccn4)CC3)n2)cc1	-4.3	-3.8	3.3	-0.1
CC(C)N(CCNC(=O)c1ccc2nc(Nc3ccccc3)sc2c1)C(C)C	-8.0	20.5	-1.8	0.0
O=C(c1ccco1)N1CCN(Cc2nc(N3CCOCC3)c3ccc(Cl)cc3n2)CC1	1.1	-17.6	-0.1	-0.2
CC1(C(=O)N2CCC(CO)(Cc3cccc(C(F)(F)F)c3)CC2)CC1	3.1	-5.8	-0.1	0.0
CN(C)/C=C/C(=O)c1nnn(-c2ccccc2)c1Nc1ccccc1	-2.2	4.8	0.2	0.0
O=C1C2(CCCC13COC(c1ccc(F)cc1)OC3)COC(c1ccc(F)cc1)OC2 (centres undefined)	4.6	-0.5	0.7	-0.2
CCOc1ccc(N/C(SCc2cccc([N+](=O)[O-])c2)=C(/C#N)C(=O)NCc2ccc3c(c2)OCO3)cc1	6.9	11.1	0.2	-0.3
COc1cccc(C2C(C(C)=O)=C(C)Nc3ncnn32)c1OC (centres undefined)	-1.3	-4.8	-2.4	-0.1
COc1ccc(Nc2cc(C(=O)NCC3CCCO3)c3ccccc3n2)c(OC)c1 (centres undefined)	-0.2	-4.6	-0.6	-0.2
COc1ccc(S(=O)(=O)N2CCN(CC(=O)Nc3ccccc3F)CC2)cc1	-1.5	4.8	1.2	0.0
CCSC1=C(C#N)C(c2ccc(Cl)cc2)[C@H](C(=O)OC)C(=O)N1 (some centres undefined)	3.6	4.9	-0.8	0.1
COc1ccc(CN2CCNC(=O)C2CC(=O)NCCc2ccccc2)c(OC)c1 (centres undefined)	11.8	5.8	0.1	0.0
O=C(OCC(=O)C12CC3CC(CC(C3)C1)C2)c1cccs1	-2.4	6.2	0.4	0.1
O=C(NCc1ccccc1)c1cccc(F)c1F	-1.1	-3.8	2.1	-0.2
Cc1ccc(S(=O)(=O)Nc2cn(C)c3ccccc23)cc1	17.8	4.5	0.3	0.3
COC(=O)c1ccc(NC(=O)C2CCCC2)cc1	-47.0	8.4	0.0	0.0
CCC(C)n1c(SCC(=O)Nc2cccc(OC)c2)nc2ccsc2c1=O (centres undefined)	0.8	-0.4	-0.9	-0.1
CC(=O)Nc1ccc(C(=O)Nc2ccc(C)c(Cl)c2)cc1	-34.5	2.5	0.9	-0.1
O=c1cc(CSc2ccccn2)c2ccccc2[nH]1	-11.1	-14.5	-0.9	0.0
O=C(c1cccs1)c1cnc2ncccn12	-9.4	-9.8	1.6	0.1
CCCOc1ccc(/C(O)=C2\C(=O)C(=O)N(CCN3CCOCC3)C2c2ccccc2F)c(C)c1 (centres undefined)	-0.1	20.9	-0.2	0.3
CCC(Sc1nnc2c3ccccc3n(CCc3ccccc3)c2n1)C(=O)Nc1sc2c(c1C#N)CCCC2 (centres undefined)	-0.3	16.5	1.4	0.1
COc1ccc(C2CC(=O)NC3=C2C(=O)CC(C)(C)C3)c(OC)c1OC (centres undefined)	2.5	-1.0	0.5	-0.1
Cc1ccc(S(=O)(=O)N2CCN(C(=O)CSc3nc4ccccc4s3)C2)cc1	13.9	4.8	-0.6	0.2
Cc1nc(NCCCn2ccnc2)cc(-c2ccc(F)cc2)n1	-51.6	18.6	-1.5	-0.7
COCC(C)NC(=O)Cc1ccc(Br)cc1 (centres undefined)	-1.6	21.0	-0.8	0.7
CCCC(=O)Nc1ccccc1NC(=O)C(C)Oc1cccc(Cl)c1 (centres undefined)	5.6	6.5	0.8	0.1
CN1CC(=O)N2CCN(Cc3cccs3)C[C@@H]2C1=O	6.3	-6.4	2.4	-0.2
COC1(C)CC2C(CC1OC(=O)c1cc([N+](=O)[O-])cc([N+](=O)[O-])c1)C2(C)C (centres undefined)	1.4	30.3	0.3	-0.3
CCCCN1C(=O)c2cccc3c(NC(=O)c4ccc([N+](=O)[O-])s4)ccc1c23	2.6	20.9	-0.9	0.1
Cc1cc(N(CN2CCCC2=O)C(=O)c2ccccc2)no1	6.0	1.7	2.3	-0.1
CCn1cc(CN2CCCC(C(=O)Nc3ccc(-c4nc5ccccc5[nH]4)cc3)C2)cn1 (centres undefined)	0.1	-9.1	-1.2	0.3
COc1cc2c(cc1OC)C1(CCCC1)CN=C2c1ccc([N+](=O)[O-])cc1	-2.7	8.9	-1.8	-0.1
C=CCN1C(=O)S/C(=C/c2ccc(OC)c(OCC)c2)C1=O	-26.5	-1.5	0.0	0.1
COc1ccc(-c2cc(C(F)(F)F)nc(-n3ccnc3)n2)cc1	4.7	2.2	1.3	-0.1
CCCOc1cc2nc3c4cc(Br)ccc4n(CC)c3nc2cc1OCCC	2.5	-11.2	0.3	0.0
O=C(CSc1nnc(NCc2ccccc2)s1)N1CCOCC1	-0.2	-3.5	-1.0	0.0
COc1ccc(-c2cc(C(=O)NCCN(C(C)C)C(C)C)ccn2)cn1	-1.8	-18.9	-1.1	0.7

Retrieved by structure from the list above:
SMILES	TEAD-YAP inh	MITF primary	GPR151 ag	FBW7 act
COc1cc2c(cc1OC)C1(CCCC1)CN=C2c1ccc([N+](=O)[O-])cc1	-2.7	8.9	-1.8	-0.1
CCCOc1cc2nc3c4cc(Br)ccc4n(CC)c3nc2cc1OCCC	2.5	-11.2	0.3	0.0
Cc1nc(NCCCn2ccnc2)cc(-c2ccc(F)cc2)n1	-51.6	18.6	-1.5	-0.7
O=C(CSc1nnc(NCc2ccccc2)s1)N1CCOCC1	-0.2	-3.5	-1.0	0.0
COC1(C)CC2C(CC1OC(=O)c1cc([N+](=O)[O-])cc([N+](=O)[O-])c1)C2(C)C (centres undefined)	1.4	30.3	0.3	-0.3
CCCOc1ccc(/C(O)=C2\C(=O)C(=O)N(CCN3CCOCC3)C2c2ccccc2F)c(C)c1 (centres undefined)	-0.1	20.9	-0.2	0.3
COCC(C)NC(=O)Cc1ccc(Br)cc1 (centres undefined)	-1.6	21.0	-0.8	0.7

Returning to the listing with the 2 entries that preceded the break.
SMILES	TEAD-YAP inh	MITF primary	GPR151 ag	FBW7 act
O=C(CSc1nnc(NCc2ccccc2)s1)N1CCOCC1	-0.2	-3.5	-1.0	0.0
COc1ccc(-c2cc(C(=O)NCCN(C(C)C)C(C)C)ccn2)cn1	-1.8	-18.9	-1.1	0.7
CCOC(=O)c1sc2nc(C)nc(N(CC)CC)c2c1C	0.5	-2.0	-1.1	-0.1
O=C(c1cccc(S(=O)(=O)N2CCCC2)c1)n1nnc2ccccc21	2.0	1.8	1.6	0.1
O=C(CSc1nc2ccccc2[nH]1)Nc1nnc(-c2ccccc2)s1	-35.4	1.9	0.9	-0.1
Cc1cccc(NC(=O)Nc2c(C)n(C)n(-c3ccccc3)c2=O)c1C	4.9	-3.2	-0.3	0.0
O=C(NCc1cccc(F)c1)N[C@H]1C[C@H]2C(=O)N[C@@H](Cc3ccc(Cl)cc3)C(=O)N2C1	9.4	9.7	0.0	0.1
CSC1=C(C#N)C(c2ccccc2F)CC(=O)N1 (centres undefined)	2.0	-2.8	0.0	0.0
CCn1c(=O)c2ccccc2n(Cc2nc(-c3ccc(F)c(Br)c3)no2)c1=O	-4.1	-18.9	-0.3	-0.3
COCCNC(=S)N1CCN(c2nc(-c3cccc(OC)c3)cs2)CC1	-4.5	2.1	2.7	-0.1
CC1CCCC(NC(=O)C2N(Cc3ccccc3F)C(=O)C3C(C(=O)Nc4ccc(F)c(Cl)c4)C4C=CC32O4)C1C (centres undefined)	0.7	-0.3	-0.3	0.3
Cc1cc(Br)ccc1N1C(N)=C(C#N)C(c2ccc(F)cc2)C2=C1CC(C)(C)CC2=O (centres undefined)	-13.0	-17.6	-0.6	-0.1
CCn1ccnc1N1CCN(C(=O)c2ccc(Br)o2)CC1	-0.8	-3.8	2.4	0.2
O=C(c1cccc(Nc2nccc(-c3ccc4c(=O)[nH]c(C5CC5)nc4c3)n2)c1)N1CCCC1	-17.5	15.2	-0.6	0.2
CC(C)C12CCC(C)(O1)C(Oc1cccc(Cl)c1C#N)C2 (centres undefined)	4.7	15.6	0.7	0.0
O=C1CC2(CCN(C(=O)C3CCCCC3)CC2)Oc2ccc(F)cc21	3.4	16.5	0.1	0.0
Cc1ccc(C)n1-c1ccc(C(=O)NC2CCC(O)CC2)cc1 (centres undefined)	-5.8	4.9	1.8	0.0
COc1ccc(S(=O)(=O)N2CCn3cccc3C2c2ccccc2F)cc1C (centres undefined)	2.7	58.3*	0.2	-0.1
CCCCC(=O)Nc1ccc(I)cc1C	3.4	16.1	-0.3	0.0
COc1ccc(C(c2sc3nc(C)nn3c2O)N2CCN(CCO)CC2)cc1 (centres undefined)	-0.1	-8.2	-0.2	0.2
Cn1c(=O)[nH]c(=O)c2c1nc(NCCCO)n2Cc1ccccc1	-8.6	-1.7	0.2	-0.1
O=C(Nc1ccc(Cl)c(Cl)c1)N(Cc1cccnc1)Cc1ccco1	1.9	9.7	0.0	0.1
Cc1ccc(NC(=O)C(=O)NCc2ccccn2)cc1C	-34.6	7.8	0.1	0.0
CN1CCN(C(=O)CN(CCc2ccccc2)S(C)(=O)=O)CC1	0.3	6.7	-0.5	0.0
C=CCOc1ccc(/C(O)=C2/C(=O)C(=O)N(Cc3cccnc3)C2c2ccc(C(C)(C)C)cc2)c(C)c1 (centres undefined)	7.0	-1.6	3.0	0.0
Cc1nc(-c2cc3ccccc3oc2=O)cs1	-64.9	-13.2	-8.3	0.0
CCOC(=O)c1ccccc1NC(=O)c1sc2ncnc(N3CCN(c4ccccc4F)CC3)c2c1C	-10.9	2.1	0.4	0.1
CC[n+]1c(S(=O)(=O)O)ccc2ccc(C)cc21	-1.4	14.4	0.0	-0.1
CCNC(=O)CC1S/C(=N\N=C(/C)c2ccc([N+](=O)[O-])cc2)NC1=O (centres undefined)	3.1	-9.4	4.4	0.2
O=C(Nc1ccccc1Cl)c1cc(S(=O)(=O)N2CCC3(CC2)OCCO3)ccc1F	-0.3	4.3	-1.6	0.0
Cn1c(=O)[nH]c(=O)c2c1nc(CN1CCN(c3cccc(Cl)c3)CC1)n2CC(N)=O	-5.6	4.7	0.1	0.1
O=C(CN1CCC(N2CCCCC2)CC1)Nc1cccc2c1CCCC2	6.5	16.4	0.5	-0.1
Cc1ccc(C(=O)OCCN(C)C)cc1	-7.1	-3.2	0.8	-0.1
Cc1ccc(-c2c(C(=O)NCCN(C)Cc3ccccc3)oc(=O)c3ccccc23)cc1	-4.3	6.4	-0.4	-0.1

Screens (PubChem BioAssay)
